Compound activity as filed in PubChem BioAssay.
TRHR agonist = agonists of human TRH receptor | P34981 | TRHR cells, calcium flux fluo-8, FDSS agonist mode | activation, % at 2 µM | actives 0.18% (n = 360,000); in the data active = activation above about 30%; also: 0% is about no effect
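Agonist-mode FDSS calcium read (Ex 480/Em 530, 1 s cycles) in 1536-well TRHR cells with fluo-8 dye, after 10-cycle baseline and 23 nL compound addition; TRH at EC20 (10 nM final) added afterwards for the enhancer phase.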
D1 PAM = human D1 dopamine receptor positive modulation; HEK293 TREx D1 cells, calcium flux, dopamine EC20 potentiation; actives 0.036% (n = 360,000); P21728; potentiation, % at 10 µM; in the data active = potentiation above about 30%; also: 0% is about no effect
D1 antag = antagonists of human D1 dopamine receptor | P21728 | HEK293 TREx D1 cells, calcium flux, dopamine EC80; hits give low values | activity change, negative = inhibition, % at 10 µM | actives 3.2% (n = 360,000); in the data active = activity change below about -30%; also: % is scaled to controls: 0 for no effect and ±100 for the full control effect
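Cells carrying a force-coupled, tetracycline-inducible human D1 receptor report calcium flux. Each well gets a 10 s baseline, compound with 180 s monitoring, then an EC80 dopamine stimulus with a second 180 s kinetic read.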
RXFP1 antag = blocks the human relaxin receptor RXFP1; HEK293-RXFP1, relaxin-stimulated cAMP HTRF, 30 min; hits give low values; activity change, negative = inhibition, % at 57.5 µM; actives 0.59% (n = 350,000);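 active = activity change of -60% or lower, but not beyond a set lower limit; inconclusive = change between -60% and -40%, or beyond the set limit; inactive = change above -40%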; also: % is scaled to controls: 0 for no effect and ±100 for the full control effect
Target sequence (Q9HBX9 whole entry, looked up): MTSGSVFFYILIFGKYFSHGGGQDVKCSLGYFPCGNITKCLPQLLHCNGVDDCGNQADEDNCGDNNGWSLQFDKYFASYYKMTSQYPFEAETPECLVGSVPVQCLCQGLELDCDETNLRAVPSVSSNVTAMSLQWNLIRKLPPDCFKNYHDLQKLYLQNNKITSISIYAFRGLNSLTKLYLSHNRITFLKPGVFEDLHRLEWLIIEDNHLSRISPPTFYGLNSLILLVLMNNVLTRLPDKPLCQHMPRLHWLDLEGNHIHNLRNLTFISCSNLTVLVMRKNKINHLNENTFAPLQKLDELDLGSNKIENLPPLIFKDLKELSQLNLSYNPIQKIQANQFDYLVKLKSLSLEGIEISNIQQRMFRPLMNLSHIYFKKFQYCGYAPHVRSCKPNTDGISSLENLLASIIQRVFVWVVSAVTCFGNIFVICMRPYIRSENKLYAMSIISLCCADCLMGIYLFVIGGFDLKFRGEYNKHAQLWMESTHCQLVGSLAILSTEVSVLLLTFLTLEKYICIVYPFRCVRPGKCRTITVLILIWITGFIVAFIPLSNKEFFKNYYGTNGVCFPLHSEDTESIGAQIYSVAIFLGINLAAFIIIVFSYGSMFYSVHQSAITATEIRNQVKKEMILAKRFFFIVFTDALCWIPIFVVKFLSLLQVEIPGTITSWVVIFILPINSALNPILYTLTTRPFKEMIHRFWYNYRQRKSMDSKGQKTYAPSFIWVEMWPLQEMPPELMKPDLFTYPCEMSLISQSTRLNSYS
Apoferritin bind = binds horse apoferritin like a general anesthetic. actives 0.074% (n = 350,000). P02791. Potency, µM (top dose mostly 77.5 µM), without a hit: at the top dose activity change, negative = displacement, usual class: inhibitors. apoferritin/1-aminoanthracene competitive binding, fluorescence; also: potency is read from the fitted curve at half-maximal effect; % is scaled to controls: 0 for no effect and ±100 for the full control effect; nearly all actives have a fitted effect of over 20% in size
Target sequence (P02791 2-175 limits assumed): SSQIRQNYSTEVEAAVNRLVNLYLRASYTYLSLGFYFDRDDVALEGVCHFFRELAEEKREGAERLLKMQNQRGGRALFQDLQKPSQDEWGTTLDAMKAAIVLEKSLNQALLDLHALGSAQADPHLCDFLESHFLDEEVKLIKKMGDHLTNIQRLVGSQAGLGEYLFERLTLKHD
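10 uM apoferritin + 50% sat. 1-AMA, PBS; cpd 10 min RT; Ex380/Em535 endpoint; normalized to free probe vs complex; 4-param Hill fit; propofol titration as pos. ctrl.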
D2 PAM = D2 dopamine receptor (human) potentiation. P14416. HEK293 T-REx D2, calcium flux, EC20 dopamine potentiation. potentiation, % at 10 µM. actives 0.34% (n = 340,000);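 active = potentiation over 3 SD above the plate norm, cut at about 30% in these data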; also: 0% is about no effect
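Cells plated with tetracycline inducer and held overnight at 30 C; calcium dye loaded 30–90 min at room temperature; baseline taken, compound added and read 180 s; EC20 dopamine then added and read 180 s.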
TRHR PAM = allosterically enhances the human TRH receptor | TRHR cells, fluo-8 calcium fluorescence, EC20 TRH enhancement | enhancement, % at 2 µM | actives 0.66% (n = 360,000) | AID 493056; in the data active = enhancement above about 30%; also: 0% is about no effect
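Enhancer read-out: after compound pinning and an initial kinetic agonist-mode read, an EC20 of TRH (10 nM final) was injected and fluo-8 calcium signal (Ex 480/Em 530) followed at 1 s/cycle for 100 cycles in TRHR-expressing cells.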
RXFP1 agonist = RXFP1 (human) receptor agonism | Potency, µM (titrated, usually from 57.5 µM), inactives show at the highest dose activation, usual class: activators | HEK293T-RXFP1 cAMP TR-FRET, 30 min; response scale: percent of porcine relaxin response, buffer zero | Q9HBX9 | actives 0.3% (n = 370,000); also: potency is read from the fitted curve at half-maximal effect; % is scaled to controls: 0 for no effect and ±100 for the full control effect; nearly all actives have a fitted effect of over 60% in size; many of its hits are not listed in these tables
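HEK293T cells stably expressing RXFP1 were pretreated with the PDE4 inhibitor Ro 20174, exposed to compounds for 30 min at 37C, lysed, and cAMP was read by TR-FRET. Data normalized to buffer (basal) and 29 nM porcine relaxin (100%).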
D1 ag = human D1 receptor agonism | P21728 | HEK293 T-REx D1 cells, calcium flux, agonist mode | activation, % at 2 µM | actives 1% (n = 360,000) | AID 504660; in the data active = activation above about 30%; also: 0% is about no effect
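Agonism was scored from calcium flux recorded over 180 s (1 read/s) after pintool compound addition, following a 10-cycle baseline. Cells were inducible force-coupled HEK293 TREx D1, plated overnight at 30 C and loaded with no-wash calcium dye.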
* = called active by the depositor; ? = inconclusive; nt = no result given; & = joins results of further samples; [ ] = another dose, or the depositor's remark. Unless noted, calls follow the shape of the dose curve; as a rule, active = well fitted curve in the direction sought with a large enough effect; inconclusive = small, poorly fitted or top-dose-only effect, or another doubt; inactive = no such curve, though single readings can be large; an effect the other way counts as inactive or inconclusive. Only part of the results is shown (hit frequency here may not be typical).

SMILES	TRHR agonist	D1 PAM	D1 antag	RXFP1 antag	Apoferritin bind	D2 PAM	TRHR PAM	RXFP1 agonist	D1 ag
NC(=O)C1(N2CCCCC2)CCN(C(=S)Nc2ccc(F)cc2)CC1	0.5	9	9	5	-4%	8	1	0.2%	0
COc1ccc(-c2c(-c3ccccc3)c(C(=O)C(=O)NCCCN(C)C)n3ccc4cc(OC)c(OC)cc4c23)cc1OC	-0.4	9	-47*	-14	-16%	-24	-4	-2.3%	1
CN(C)c1ccc(C(=O)Nc2ccc(O)c3c(=O)cc(-c4ccccc4Cl)oc23)cc1	-0.4	-9	-5	nt	-14%&9%	-1	-2	-1.1%	2
CC(C)OP(=O)(OC(C)C)C(Nc1ccccc1)c1cccc2c1OCO2 (stereo unspecified)	-0.8	-4	-3	-3	-18%	-1	2	-2.7%	5
CC(C)c1nnc(NC(=O)CCC(=O)N2CCN(c3cccc(Cl)c3)CC2)s1	0.2	-4	7	?	-8%	-17	44*	1.8%	6
Cc1cc(Cl)ccc1Oc1ncc(CN2CCN(c3ccccc3)CC2)s1	0.7	-6	4	-16	-2%	-27	-3	-4.3%	4
COC(=O)c1ccccc1NC(=O)c1ccccc1OC	-0.7	-3	-2	-10	-13%	nt	2	-0.1%	1
CCCCN(CC)Cc1c(O)ccc2c(-c3ccccc3)cc(=O)oc12	0.0	-10	-27	-9	63%[activator]	-26	3	5.2%	-1
COC(=O)/C=C/c1cnc[nH]1	0.7	8	-31*	nt	-4%	-7	-1	0.6%	2
COc1cccc(N2CCN(c3ncnc4c3c(-c3ccccc3)cn4-c3cccc(C(F)(F)F)c3)CC2)c1	-0.4	-1	-23	16	-1%	-7	3	0.3%	-2
O=C(COc1cccc(C(F)(F)F)c1)N1CCN(c2ccc(O)cc2)CC1	0.2	9	-4	-18	-19%	4	-4	2.4%	6
Cc1ccc(-c2nnc(Nc3ccc(C(=O)N(C)C)cc3)c3ccccc23)cc1S(=O)(=O)N(C)C	-1.4	0	-11	nt	-3%	2	4	5.1%	-2
COc1ccccc1N1CCN(C(=O)/C=C/c2cccc([N+](=O)[O-])c2)CC1	-1.7	-1	-2	-2	-6%	9	-6	-1.0%	1
CCOC(=O)N1CCC(NC(=O)CN2C(=O)CSc3nc(C)cc(C)c32)CC1	0.2	-1	-2	nt	-2%	2	9	-0.1%	1
CCN(CC(=O)Nc1ccc2c(c1)OCCO2)CC(=O)Nc1cc(C)on1	0.1	-1	23	-9	-9%	-1	0	1.3%	3
Cc1ccc(NC(=S)N2CCN(S(C)(=O)=O)CC2)cc1	0.1	-2	-3	1	-2%	-23	-2	-0.8%	1
COc1ccc(-c2nnc(-c3ccc(N)cc3)o2)cc1	0.0	5	6	10	-2%	-2	-4	12%	-2
Cc1oc(-c2ccccc2Cl)[n+]([O-])c1C	0.4	2	12	-14	-1%	4	-9	1.2%	3
COc1ccc(-c2nc3n(c(=O)c2C#N)CCS3)cc1OC	0.6	-4	-13	-1	-7%	-2	2	5.3%	1
O=S(=O)(NCCC1=CCCCC1)c1ccc(F)cc1	-1.4	-6	4	0	?	3	-3	1.1%	9
Cc1ccc(CSc2nc(=O)c3c(n2C)NC(=O)CC3c2ccc(OC(C)C)cc2)cc1 (stereo unspecified)	6.6	0	-27	-39	?	-3	-4	0.2%	46*
COC(=O)c1ccc(Cn2cc(C(F)(F)F)cc([N+](=O)[O-])c2=O)cc1	1.3	-2	-9	9	-10%	-2	5	0.9%	1
O=C(CC1Nc2ccccc2NC1=O)NC1CCCCC1 (stereo unspecified)	0.2	3	2	-7	-12%	-2	9	0.7%	-1
O=C(O)CCC(=O)N1CCc2cc(S(=O)(=O)NCc3ccc(Cl)cc3)ccc21	0.5	0	28	-17	-6%	-3	-1	1.6%	1
O=C(c1ccc(OC2CCN(Cc3ccccn3)CC2)cc1)N1CCCC(O)C1 (stereo unspecified)	0.1	-2	-7	2	-9%	2	7	-2.3%	1
COc1cc(NC(=O)c2ccccc2)c(OC)cc1NC(=O)CSc1[nH]c(=O)cc(C)c1C#N	0.2	-3	-3	-17	19%	0	0	3.4%	7
CC(C)S(=O)(=O)c1csc(NC(=O)Nc2ccc(Cl)cc2)c1Cl	0.1	-3	-8	-5	-23%	1	-4	1.8%	12
O=c1c2ccccc2ncn1-c1ccccc1[N+](=O)[O-]	-0.1	-4	-4	3	-13%	11	-2	1.4%	1
COc1cccc(-n2cc(C(=O)Oc3ccc(F)cc3)c3ccccc3c2=O)c1	1.1	5	-18	-31	-9%	-3	4	-0.8%	1
COc1ccc(/C=C/C(=O)Nc2sc(Cc3ccccc3)c(C)c2C(N)=O)cc1	0.2	-5	5	7	6%	1	3	1.2%	1
Cc1ccc(/C=N\NC(=O)c2csnn2)cc1	-0.2	0	-6	-4	-7%	2	2	-1.2%	-1
Cn1c2cc(C#N)sc2c2cnn(Cc3ccccc3F)c(=O)c21	0.1&-1.2	0&1	12&11	nt	nt	nt	5&-1	nt	0&-1
Cc1nc2ccc(NC(=O)c3ccc([N+](=O)[O-])cc3)cc2[nH]1	1.0	-4	-14	7	-9%	6	1	-1.2%	1
COc1ccc(N2CCN(C(=O)NC(=O)c3ccccc3)CC2)cc1	-0.5	-8	7	5	-3%	-2	-8	0.3%	0
CCSc1nc(C)cc(C)c1S(=O)(=O)c1ccccc1C	-0.2	0	-1	-5	1%	10	6	-0.8%	6
Cc1[nH]c(=S)[nH]c(=O)c1CCC1OCCO1	1.5	-6	-12	8	2%	2	11	-2.9%	1
O=C(COC(=O)c1ccc2c(c1)OCO2)Nc1ncc(Cl)cc1Cl	-0.5	-2	-2	-3	4%	-9	0	3.1%	8
O=C(CCS(=O)(=O)c1ccccc1)Nc1nnc(C(F)(F)F)s1	0.8	2	4	9	-2%	29	2	3.3%	2
CCOc1ccccc1NC(=O)COc1ccc(S(=O)(=O)NC2CCCCC2)cc1	-0.5	-3	0	nt	63%[activator]	-8	22	4.1%	1
CCOc1ccc2oc(C(=O)NCC(C)(C)CN(C)C)c(C)c2c1	2.0	15	-1	0	-15%	4	3	3.1%	2
COc1ccc(C(C(=O)NCCC(C)C)N(CCCO)C(=O)c2snc(C(N)=O)c2N)cc1OC (stereo unspecified)	0.2	-4	-8	5	4%	1	-2	0.0%	3
COC(=O)/C=C/C(=O)N1CCN(c2ccccc2)CC1	0.1	5	-13	nt	-8%	-2	6	0.0%	2
O=C(Cc1cccc2ccccc12)Nc1ccc(Br)cc1C(=O)O	0.3	-5	6	-23	4%	3	-6	-2.2%	1
CN(C)CC(=O)N1CCc2ccccc2C1	1.1	-2	0	3	-1%	nt	2	3.1%	1
Cc1nnc(SC(C)C(=O)NCC2CCCO2)n1-c1ccccc1 (stereo unspecified)	-0.2	4	-7	-4	?	12	5	2.4%	2
CCOc1cccc2cc(C(=O)NCc3ccccc3Cl)c(=O)oc12	-0.7	-5	-15	1	-8%	6	-3	25%	3
CN(C)S(=O)(=O)N(CC(=O)Nc1ccc(Br)cc1F)c1ccccc1	0.8	-5	0	nt	-17%	10	15	0.5%	0
CCOC(=O)c1cnc2c(cnn2C)c1NCCCn1ccnc1	0.6	-1	nt	-6	-3%	9	2	9.9%	-1

Eleven successive records out of the list so far:
SMILES	TRHR agonist	D1 PAM	D1 antag	RXFP1 antag	Apoferritin bind	D2 PAM	TRHR PAM	RXFP1 agonist	D1 ag
O=C(CCS(=O)(=O)c1ccccc1)Nc1nnc(C(F)(F)F)s1	0.8	2	4	9	-2%	29	2	3.3%	2
CCOc1ccccc1NC(=O)COc1ccc(S(=O)(=O)NC2CCCCC2)cc1	-0.5	-3	0	nt	63%[activator]	-8	22	4.1%	1
CCOc1ccc2oc(C(=O)NCC(C)(C)CN(C)C)c(C)c2c1	2.0	15	-1	0	-15%	4	3	3.1%	2
COc1ccc(C(C(=O)NCCC(C)C)N(CCCO)C(=O)c2snc(C(N)=O)c2N)cc1OC (stereo unspecified)	0.2	-4	-8	5	4%	1	-2	0.0%	3
COC(=O)/C=C/C(=O)N1CCN(c2ccccc2)CC1	0.1	5	-13	nt	-8%	-2	6	0.0%	2
O=C(Cc1cccc2ccccc12)Nc1ccc(Br)cc1C(=O)O	0.3	-5	6	-23	4%	3	-6	-2.2%	1
CN(C)CC(=O)N1CCc2ccccc2C1	1.1	-2	0	3	-1%	nt	2	3.1%	1
Cc1nnc(SC(C)C(=O)NCC2CCCO2)n1-c1ccccc1 (stereo unspecified)	-0.2	4	-7	-4	?	12	5	2.4%	2
CCOc1cccc2cc(C(=O)NCc3ccccc3Cl)c(=O)oc12	-0.7	-5	-15	1	-8%	6	-3	25%	3
CN(C)S(=O)(=O)N(CC(=O)Nc1ccc(Br)cc1F)c1ccccc1	0.8	-5	0	nt	-17%	10	15	0.5%	0
CCOC(=O)c1cnc2c(cnn2C)c1NCCCn1ccnc1	0.6	-1	nt	-6	-3%	9	2	9.9%	-1

(more compounds)
SMILES	TRHR agonist	D1 PAM	D1 antag	RXFP1 antag	Apoferritin bind	D2 PAM	TRHR PAM	RXFP1 agonist	D1 ag
Cc1ccc(S(=O)(=O)NC(CN2CCOCC2)=NCCNS(=O)(=O)c2ccccc2)cc1	-0.7	-4	18	0	12%	5	2	0.0%	1
CCOC(=O)c1ccc(NC(=S)NNC(=O)C2(C)CC2(Cl)Cl)cc1 (stereo unspecified)	-0.3	1	-1	-31	-6%	16	3	-1.9%	-2
CCOC(=O)C1=C(COC(=O)CSc2ccc(C)cc2C)NC(=O)NC1C (stereo unspecified)	-1.7	-1	-13	-18	nt	-13	2	0.1%	2
CC(C)N(CCc1ccncc1)C(=S)Nc1cccc(Cl)c1	-0.4	-1	-1	-10	-12%	19	-10	-1.0%	22
COc1ccc(CC(=O)Nc2ccc(S(=O)(=O)N3CCN(C)CC3)cc2)cc1	0.7	-4	-16	4	nt	-3	-7	1.3%	8
